UTI89 phage lysis = inhibition of K1F phage lysis, E. coli UTI89, bacterial capsule biogenesis inhibitors, alamar blue (AID 488966). 0.02% of 340,000 active. E. coli UTI89 K1F phage lysis, alamar blue, 2 h; higher % means a stronger effect. one-dose inhibition, % at 100 µM; IC50 in µM for titrated hits;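 active = phage lysis inhibition, versus mean bacterial control, above a set limit; inconclusive = no clear call, values can overlap the other calls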;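 note: capsule biogenesis inhibitors block K1F phage lysis so surviving cells raise fluorescence; higher fluorescence means more inhibition of phage lysis; actives were called in the ten point dose series up to 300 µM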
WT yeast gro inh = growth inhibition of WT yeast, mitochondrial fusion screen; 2.1% of 190,000 active; mitochondrial fusion phenotypic screen, WT strain; inhibition, % at 10 µM; in the data active = inhibition above about 58%; tested in S. cerevisiae
RSV CPE inhibition = RSV antiviral activity via CPE protection, HEp-2 cells, primary 10 µM value included (AID 2391); HEp-2 cells, RSV-induced CPE inhibition; higher % means a stronger effect; CPE inhibition, % at 10 µM, or IC50 in µM where a hit was titrated; 0.13% of 310,000 active; in the data active = a potency from the dose series; inconclusive = CPE inhibition mostly from about 23% at the one dose, without a potency; inactive = the rest, 99 in 100 with CPE inhibition below about 21%; note: strong numbers were not always called active
NS5 inhibitors = Dengue-2 NS5 methyltransferase inhibitors, primary screen, biochemical, confirmation dose response (AID 588689). inhibition, % at 25 µM; hits with a dose series show IC50 in µM. 0.3% of 340,000 active. Dengue-2 NS5 methyltransferase capping enzyme assay, biochemical; higher % means a stronger effect; in the data active = a potency from the dose series; inconclusive = inhibition above about 29% without an active follow-up result
SV40 large T antigen = TAg ATPase/helicase activity blockers – biochemical (AID 1903); SV40 large T antigen ATPase/helicase inhibition assay; higher % means a stronger effect; one-dose inhibition, % at 20 µM; IC50 in µM for titrated hits; 0.39% of 310,000 active; in the data active = a potency from the dose series; inconclusive = inhibition mostly from about 32% at the one dose, without a potency; inactive = the rest, 99 in 100 with inhibition below about 32%; note: strong numbers were not always called active
West Nile antiviral = inhibition of WNV-induced cytopathic effect – cell-based, CPE readout (AID 1621); 0.02% of 290,000 active; West Nile virus-infected cells, CPE inhibition; higher % means a stronger effect; CPE inhibition, % at 10 µM, or IC50 in µM where a hit was titrated; in the data active = a potency from the dose series; inconclusive = CPE inhibition mostly from about 3.7% at the one dose, without a potency; inactive = the rest, 99 in 100 with CPE inhibition below about 2.2%; note: strong numbers were not always called active
XIAP antagonists = XIAP antagonists, biochemical, IAP family, fluorescence polarization (AID 1018) | displacement, % at 20 µM, or IC50 in µM where a hit was titrated | 0.007% of 200,000 active | XIAP BIR domain, fluorescence polarization peptide displacement; higher % means a stronger effect; in the data active = displacement above about 50%; note: a part of the inactive calls stands beside numbers as strong as those of hits
Yfh1-off respiration = enhancers of respiration in Yfh1-depleted yeast, dose response, Friedreich's ataxia, plus single-dose screen (AID 1465). 0.074% of 220,000 active. S. cerevisiae Yfh1-off respiration, WST-1 reduction, 72 h; higher fold induction means a stronger effect. fold induction at 50 µM; hits with a dose series show EC50 in µM;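 active = fold induction of absorbance versus untreated yeast above a set limit, then at least 30% activation at any dose in follow-up; inconclusive = repeats straddling the limit, or above it without dose testing; inactive = fold induction below the set limit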;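 note: activators that raise dye reduction in frataxin-depleted yeast; strong numbers were not always called active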
CSM14.1 death rescue = rescue of cells from ER stress-induced death, primary screen, 384-well, CSM14.1, thapsigargin, ATP luminescence (AID 1222) | CSM14.1 thapsigargin-induced death rescue, ATP luminescence; higher % means a stronger effect | one-dose cellular ATP content (survival), % at 20 µM; EC50 in µM for titrated hits | 190,000 tested, under 10 active;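 active = EC50 below 50 µM in the dose-response confirmation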;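 note: death triggered by thapsigargin at about 15 µM added after 2 h compound pretreatment; cell ATP read after overnight thapsigargin exposure of roughly 18 to 22 hours; normalized against plate controls of thapsigargin alone and 5% DMSO vehicle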
WT yeast gro inh mutant strain = recorded beside WT yeast gro inh, whose call it bears; inhibition, %; mitochondrial fusion phenotypic screen, mutant strain inhibition
NS5 inhibitors pilot replicate = second read-out of NS5 inhibitors, no call of its own (marks repeat the call); inhibition, %; measured here: pilot screen replicate inhibition
* = called active by the depositor; i = inactive; ? = inconclusive; / = no result given; [ ] = remark or other dose. An unsorted share of the library. About 2.2% of those tested had a hit in this group.

SMILES	UTI89 phage lysis	WT yeast gro inh	WT yeast gro inh mutant strain	RSV CPE inhibition	NS5 inhibitors	SV40 large T antigen	West Nile antiviral	XIAP antagonists	Yfh1-off respiration	CSM14.1 death rescue	others
C[C@H]1[C@@H](OC(=O)CCC(=O)O)O[C@@H]2OC3(C)CC[C@H]4[C@H](C)CC[C@@H]1[C@@]24OO3	/	/	/	22%	/	9%	0.3%	/	i	/
OC(COc1ccc2c(c1)OCO2)CN1CCc2ccccc2C1 (stereo not drawn)	0.2%	2	-31	-1.9%	-3%	9%	-0.4%	-5.3%	i	0.8%
O=C(CCSCc1cccc(Cl)c1)NC1CCCC1	4.0%	6	17	1.9%	-4%	14%	-0.2%	-4.1%	i	-1.9%
CCc1noc(C)c1C(=O)Nc1cc(S(=O)(=O)N2CCOCC2)ccc1OC(C)C	1.1%[50 µM]	/	/	2.4%	3%	18%	/	/	/	/
CCOc1ccc2[nH]c3c(NCCO)ncnc3c2c1	-1.7%[50 µM]	/	/	1.2%	-3%	6%	0.3%	/	/	/
O=C(NC(=S)Nc1c(Cl)ccc2nsnc12)c1ccccc1F	0.0%	/	/	2.8%	0%	8%	0.4%	/	/	/
CCCn1c(=O)c2ccccc2n2c(SCC(N)=O)nnc12	1.8%	/	/	0.7%	/	9%	0.1%	/	/	/
Cc1cc(C)cc(NS(=O)(=O)c2ccc3[nH]c(=O)[nH]c3c2)c1	0.2%	10	21	2.6%	-10%	2%	-0.1%	-2.5%	i	/
C=CCNC(=O)C(=O)NCC1CCCN1S(=O)(=O)c1cccs1 (stereo not drawn)	1.5%[50 µM]	/	/	3.3%	4%	8%	/	/	/	/
COc1ccc(CCNC(=O)Oc2ccccc2)cc1OC	0.5%	/	/	-0.5%	-4%	4%	-0.1%	/	/	/
CCN1CCN(C(c2cccc(OC)c2OC)c2nnnn2Cc2ccco2)CC1 (stereo not drawn)	2.2%	-3	2	-1.5%	-1%	11%	0.6%	-2.8%	i	0.3%
CCCCN(CC)CCCNC(=S)Nc1ccc2nc(N3CCN(CC)CC3)cc(C)c2c1	0.1%	-1	0	-3.4%	-11%	9%	37%	-14%	i	-0.7%
Cc1ccccc1NC(=O)NC1CCCCC1C (stereo not drawn)	0.1%	7	10	2.0%	6%	-3%	-0.2%	-4.2%	i	-2.1%
COc1cccc(CN(C)CC2CCCN(CCc3ccc(Cl)cc3)C2)c1OC (stereo not drawn)	1.0%	/	/	0.2%	1%	3%	-0.4%	/	/	/
C=CCOC(=O)C1=C(C)NC(SCC(=O)Nc2ccccc2)=C(C#N)C1c1ccco1 (stereo not drawn)	0.1%	9	4	7.0%	-1%	6%	-0.7%	-9.4%	i	-1.1%
O=C(O)c1ccc2c(c1)C(=O)N(c1cccc(S(=O)(=O)Nc3cccc(C(F)(F)F)c3)c1)C2=O	0.3%	-6	5	-0.6%	3%	6%	-0.1%	-0.5%	i	-1.2%
CCNNC(=O)C(O)(Cc1ccccc1)Cc1ccccc1	-0.3%	/	/	-0.3%	2%	4%	-0.3%	/	/	/
Cc1ccc(C(O)c2nc3ccccc3n2C(C)C)cc1 (stereo not drawn)	3.5%	-4	7	8.1%	-2%	-6%	/	-19%	/	-3.3%
Cc1ccc(S(=O)(=O)N2CCCCC2)cc1C(=O)Nc1ccc2cn[nH]c2c1	1.1%	-21	-12	0.9%	7%	4%	-0.1%	-2.4%	i	-1.3%
CCC(Oc1ccccc1)C(=O)Nc1cc(C(F)(F)F)ccc1N1CCOCC1 (stereo not drawn)	0.0%[50 µM]	/	/	22%	-6%	-5%	/	/	/	/
CCCn1nc(C(=O)Nc2cc(C(=O)OC)ccc2C)c2ccccc2c1=O	1.5%	1	2	0.5%	-2%	29%	0.0%	-5.2%	i	-1.1%
COc1cccc(/C=N/n2c(C3CCCCC3)n[nH]c2=S)c1O	0.5%[50 µM]	/	/	0.9%	-5%	13%	-0.1%	/	/	/
CCCCN(C)C(=O)c1ccc(S(=O)(=O)N2CCOCC2)cc1	0.1%	28	-8	1.1%	5%	2%	0.0%	-6.4%	i	-1.4%
Cc1cc(F)ccc1NC(=S)NCCc1ccccc1	0.0%	/	/	-0.2%	-3%	1%	-0.5%	/	/	/
CC(=O)c1c(C(C)=O)c(C)n(-c2ccc(N)c(C)c2)c1C	1.2%	0	8	1.6%	-14%	10%	-0.9%	-5.9%	i	0.9%
Cc1ccc(CSc2ncnc3onc(C)c23)cc1	-0.3%	/	/	10%	-1%	14%	-1.4%	/	i	/
Cc1ccccc1NC(=S)NC(=O)c1cncc(Br)c1	1.6%	28	15	0.6%	-1%	15%	-0.1%	10%	i	-2.5%
COc1ccc(CC(=O)Nc2nc(-c3ccc(OC)c(OC)c3)cs2)cc1OC	-0.1%	/	/	1.6%	-6%	5%	-0.7%	/	/	/
O=C(Nc1ccccc1C(F)(F)F)N1CCN(C(c2ccccc2)c2ccccc2)CC1	0.5%	-4	-3	-1.0%	-5%	4%	-1.1%	-9.8%	i	-0.4%	NS5 inhibitors pilot replicate=1.1
CC(C)(C)CN1CCNC(=O)C1CC(=O)NC1Cc2ccccc2C1 (stereo not drawn)	0.1%	9	11	2.5%	4%	2%	-0.1%	4.1%	i	3.4%

3 successive compounds out of the list so far, quoted:
SMILES	UTI89 phage lysis	WT yeast gro inh	WT yeast gro inh mutant strain	RSV CPE inhibition	NS5 inhibitors	SV40 large T antigen	West Nile antiviral	XIAP antagonists	Yfh1-off respiration	CSM14.1 death rescue	others
C[C@H]1[C@@H](OC(=O)CCC(=O)O)O[C@@H]2OC3(C)CC[C@H]4[C@H](C)CC[C@@H]1[C@@]24OO3	/	/	/	22%	/	9%	0.3%	/	i	/
OC(COc1ccc2c(c1)OCO2)CN1CCc2ccccc2C1 (stereo not drawn)	0.2%	2	-31	-1.9%	-3%	9%	-0.4%	-5.3%	i	0.8%
O=C(CCSCc1cccc(Cl)c1)NC1CCCC1	4.0%	6	17	1.9%	-4%	14%	-0.2%	-4.1%	i	-1.9%

Following part
SMILES	UTI89 phage lysis	WT yeast gro inh	WT yeast gro inh mutant strain	RSV CPE inhibition	NS5 inhibitors	SV40 large T antigen	West Nile antiviral	XIAP antagonists	Yfh1-off respiration	CSM14.1 death rescue	others
Cc1ccnc(NC(=S)NC(=O)/C=C/c2ccco2)c1	-0.3%	29	32	0.4%	15%	45%	-0.2%	-2.1%	i	-0.7%
Cc1cc(OCC(=O)N2CCCCCC2)ccc1[N+](=O)[O-]	0.1%	-9	-24	0.9%	-4%	7%	-0.9%	-2.3%	i	-0.4%
COc1cc(NS(=O)(=O)c2ccc(N/C=C(\C=O)c3nc4cc(Cl)ccc4o3)cc2)nc(OC)n1	-0.6%	-13	6	0.8%	-4%	13%	-0.4%	-4.2%	i	-1.1%
Cc1cc(NC(=O)CCC(=O)N(Cc2cccs2)C(C(=O)NC2CCCC2)c2ccccc2)no1 (stereo not drawn)	-0.4%	16	1	2.2%	/	-3%	-0.1%	-6.2%	i	3.4%
O=C(NCCc1ccc2c(c1)OCCO2)c1ccc([N+](=O)[O-])cc1Cl	1.1%	11	-16	2.1%	-12%	-7%	/	-5.3%	i	0.3%
COc1ccccc1Nc1nc(NCC2CCCO2)c2ccccc2n1 (stereo not drawn)	1.7%	24	24	5.9%	-5%	0%	-1.8%	-11%	i	-0.5%
O=C(O)c1ccc(NCc2nc3ccccc3n2CCOc2ccccc2Cl)cc1	-1.1%	7	-1	-0.4%	-4%	8%	-0.2%	-14%	i	3.8%
CC(NC(=O)Cc1ccc(F)cc1)C(c1cccs1)N1CCN(C)CC1 (stereo not drawn)	0.0%	3	10	0.7%	4%	11%	?	-3.0%	i	-0.1%
COc1cccc(OC)c1C(=O)Nc1ccncc1	3.0%	/	/	-1.5%	-5%	15%	/	/	/	/
Cc1ccc(CS(=O)Cc2ccc(C(=O)NCc3ccc(OC(C)C)cc3)o2)cc1 (stereo not drawn)	-1.8%	/	/	14%	-2%	5%	0.5%	/	/	/
O=C(NCCc1ccc(Cl)cc1)Nc1cccc(Cl)c1	1.5%	61*	23*	3.8%	0%	25%	-0.2%	-3.8%	i	-4.3%
CC(C)(C)NC(=S)NNC(=O)c1ccc2ncccc2c1	0.1%	6	9	2.9%	-5%	6%	-0.2%	-3.5%	i	-2.6%
COc1ccc(C(=O)/C=C/Nc2ccc([N+](=O)[O-])cc2C)cc1OC	0.2%	-1	-18	0.5%	?	-1%	0.2%	1.7%	i	-2.8%
CCn1cc(C(=O)NCc2cccnc2)c(=O)c2cc(F)c(N3CCN(C(=O)c4ccco4)CC3)cc21	2.0%	6	14	5.1%	-10%	5%	0.7%	-7.9%	i	2.7%
CCCn1c(=N)n(CC(O)c2ccco2)c2ccccc21 (stereo not drawn)	0.1%	-1	-10	-0.6%	?	10%	0.1%	0.3%	i	-1.0%
CCCCn1cnc2c(cnn2-c2ccc(Cl)cc2)c1=O	6.9%	-8	15	8.7%	-4%	0%	0.4%	-7.8%	i	-3.4%
COc1ccc(-c2cc(=O)n(-c3nc4ccccc4[nH]3)[nH]2)cc1	i	7	12	-3.1%	-5%	24%	-0.5%	0.0%	i	-2.3%
COc1ccc(C(=O)OC(C)CN2CCN(C)CC2)cc1OC (stereo not drawn)	0.2%	-6	-4	-1.7%	5%	14%	0.3%	-5.4%	i	-0.5%
CC(=O)C1=C(O)C=C(c2ccco2)CC1c1ccco1 (stereo not drawn)	0.4%	3	-8	0.6%	4%	4%	0.0%	-4.6%	i	3.7%
COc1cc2c(cc1OC)C(c1cccs1)NCC2 (stereo not drawn)	0.2%	2	3	1.4%	-6%	22%	0.2%	-17%	i	-1.2%
CC(NC(=O)/C=C/c1ccco1)c1nc2ccccc2n1Cc1c(Cl)cccc1Cl (stereo not drawn)	3.0%	38	18	0.9%	1%	7%	/	-4.2%	/	-2.5%
CC(C)(Oc1ccc(Cl)cc1)C(=O)Nc1ccc(S(=O)(=O)Nc2ncccn2)cc1	0.2%	/	/	0.5%	0%	6%	0.3%	/	/	/
CC(C)CC(c1nnnn1Cc1cccs1)N1CCN(c2nc3ccccc3s2)CC1 (stereo not drawn)	-2.7%	0	3	1.6%	-3%	12%	0.8%	0.9%	/	0.5%
Cc1nn(-c2ccccc2)c(Cl)c1C(=O)NCc1cccs1	2.1%	7	22	2.0%	-1%	-7%	-0.3%	-26%	i	2.5%
Cc1ccc2c(NC(=O)C3CC3)cccc2n1	0.0%[50 µM]	-10	-3	3.2%	-2%	8%	0.5%	5.4%	i	0.1%
O=C(Nc1ccccc1)Nc1nc2ccccc2s1	1.2%	-6	-20	3.4%	-1%	5%	-0.4%	-5.5%	i	-2.9%
